Screens (PubChem BioAssay)
ROMK primary = modulates human ROMK potassium channel activity; P48048; Tet-inducible ROMK, thallium flux fluorescence; actives lie on both sides; B-score at 10 µM; 130,000 tested, 2% active;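 active = signal ratio slope over the read window, or its plate-corrected B-score, at least 3 SD from the plate mean, either direction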;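 note: B-score of the F/F0 ratio slope over 7 to 12 s after thallium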
Target sequence (P48048 whole entry, looked up): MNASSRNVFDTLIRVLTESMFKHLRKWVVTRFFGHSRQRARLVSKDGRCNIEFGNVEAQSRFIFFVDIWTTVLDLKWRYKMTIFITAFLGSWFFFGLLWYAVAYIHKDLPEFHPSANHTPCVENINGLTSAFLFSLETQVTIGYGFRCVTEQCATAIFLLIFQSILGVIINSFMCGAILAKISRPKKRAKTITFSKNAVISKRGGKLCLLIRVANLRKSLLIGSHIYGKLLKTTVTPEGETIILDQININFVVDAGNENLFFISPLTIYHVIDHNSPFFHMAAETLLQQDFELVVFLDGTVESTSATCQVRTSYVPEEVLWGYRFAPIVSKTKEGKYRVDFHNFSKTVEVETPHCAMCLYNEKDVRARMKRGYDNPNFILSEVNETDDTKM
PPARg SRC1 recr = PPARgamma-driven SRC-1 recruitment agonism; PPARgamma-SRC-1 coactivator recruitment biochemical assay; activation, % at 8 µM; 200,000 tested, 0.41% active; AID 631; in the data active = activation above about 19%;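 note: 0% = DMSO and 100% = reference agonist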
DTT redox prof = compounds producing H2O2 with reducing agent – biochemical, NIH compound library profiling, artefact control for MLSCN library redox annotation, primary screen; DTT-dependent redox cycling H2O2, phenol red/HRP absorbance; 100% = 100 µM peroxide control, 0% = buffer; activation, % at 10 µM; 200,000 tested, 0.03% active;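 active = activation of at least 50% relative to the plate's high and low controls in the primary single-dose screen; inactive = activation below 50%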;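 note: compound incubated with DTT at 0.8 mM final as the reducing agent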
PPARg SRC2 recr = agonists of SRC-2 recruitment by human PPARgamma; AID 1032; P37231; 200,000 tested, 0.34% active; PPARgamma LBD-SRC-2 recruitment, biochemical; activation, % at 8 µM; in the data active = activation above about 22%;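 note: 0% = vehicle and 100% = reference agonist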
L major viab = reduces viability of Leishmania major promastigotes; AID 1063; resazurin fluorescence viability; 200,000 tested, 9% active; inhibition, % at 10 µM; in the data active = inhibition above about 50%;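 note: promastigotes grown with compound for 44 hours at 28 °C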
S1P3 antag = S1P3 (human) receptor antagonism; inhibition, % at 4.98 µM; CHO S1P3 NFAT-BLA reporter, FRET fluorescence, antagonist mode; 170,000 tested, 0.27% active;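 active = inhibition above the plate cutoff, the mean inhibition of test wells on that plate plus 3 SD, cut at about 28% in these data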;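 note: cells challenged with S1P at its EC80 of 0.8 µM; blue over green emission ratio from cleaved BLA substrate after 4 h stimulation; 0% = S1P-stimulated wells and 100% = unstimulated DMSO-only wells; some compounds past the cut are filed as inactive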
Target sequence (Q99500 whole entry, looked up): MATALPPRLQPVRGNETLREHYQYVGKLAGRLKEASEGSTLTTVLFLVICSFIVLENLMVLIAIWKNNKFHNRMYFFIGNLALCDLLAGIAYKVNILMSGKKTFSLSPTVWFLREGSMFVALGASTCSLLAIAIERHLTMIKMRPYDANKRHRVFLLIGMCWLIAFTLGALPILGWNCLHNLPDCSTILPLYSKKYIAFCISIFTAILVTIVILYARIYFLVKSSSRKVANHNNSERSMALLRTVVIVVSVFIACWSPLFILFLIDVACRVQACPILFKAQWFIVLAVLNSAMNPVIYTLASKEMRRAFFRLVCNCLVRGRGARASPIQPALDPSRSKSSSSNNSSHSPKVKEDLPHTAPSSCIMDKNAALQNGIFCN
RAM inhibit = blocks the yeast RAM network. S. cerevisiae dse1pr::URA3 reporter, 5-FOA growth OD615, 2 d; analog-sensitive cbk1-as2 kinase mutant strain. inhibition, % at 50 µM. 190,000 tested, 1.8% active. AID 868;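 active = inhibition above a set limit, 3 SD over mean compound inhibition, cut at about 8.4% in these data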;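 note: 0% = DMSO-only wells with no growth and 100% = 10 µM 1-NA-PP1 full growth; inhibition rescues growth on 5-FOA so higher OD means more RAM inhibition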
PPARg SRC-3 ag = PPARgamma-driven SRC-3 recruitment agonism | P37231 | biochemical PPARgamma/SRC-3 coactivator recruitment assay | activation, % at 8 µM | 200,000 tested, 0.26% active; in the data active = activation above about 23%;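 note: 0% = DMSO and 100% = reference agonist; some compounds past the cut are filed as inactive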
SRC2 TRFRET art = flags TR-FRET format artefacts in PPARgamma SRC-2 recruitment agonist screen | TR-FRET artefact counter-screen; active compounds read high | TR-FRET ratio at 8 µM | 200,000 tested, 0.4% active | AID 1049; in the data active = TR-FRET ratio above about 2000; note: inactives centre near 1500; reference of the scale not given here
HMGR II inh = inhibitors of class II HMG-CoA reductase from Enterococcus faecalis; inhibition, % at 10 µM; purified E. faecalis HMGR, NADPH absorbance 340 nm kinetic; 190,000 tested, 0.41% active;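 active = inhibition above a set limit, the median over all tested compounds plus 3 SD, cut at about 9.5% in these data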;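 note: enzyme runs in reverse so mevalonate oxidation gives rising NADPH absorbance; 0% = complete reaction with DMSO and 100% = background rate lacking mevalonate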
bIAP inh = blocks bovine intestinal alkaline phosphatase activity | purified bovine IAP, CDP-star luminescence, 30 min | 190,000 tested, under 10 active | inhibition, % at 20 µM | AID 1019;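 active = over 50% inhibition of intestinal alkaline phosphatase at 20 µM in the single-dose screen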
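System: Purified bovine intestinal alkaline phosphatase (IAP) enzyme | Input: IAP diluted 1/65,000,000 in the well | Also added: CDP-star chemiluminescent phosphatase substrate, 30 µM final | Dosing: 20 µM single dose | Times: Enzyme reaction for 30 min at room temperature | Detection: Luminescence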
* marks the source's active call; other numbers are inactive results. This is a random part of the collection; any-hit rate near 13%.

`CCOC(=O)C1(CCOC)CCN(Cc2nc(-c3cccs3)oc2C)CC1` gave ROMK primary -0.29, PPARg SRC1 recr 5, DTT redox prof -0.6, PPARg SRC2 recr 2, L major viab 2, S1P3 antag -18, RAM inhibit 2.1, PPARg SRC-3 ag 3, SRC2 TRFRET art 1507, HMGR II inh -1 and bIAP inh -9.
CCC(=O)c1ccc(O)c(CC=C(C)C)c1 was read as PPARg SRC1 recr 5, DTT redox prof -3.0, PPARg SRC2 recr 8, L major viab 14, RAM inhibit 1.5, PPARg SRC-3 ag 1, SRC2 TRFRET art 1507, HMGR II inh -6 and bIAP inh 14.
CCOc1ccccc1C1C(C#N)=C(N)Oc2n[nH]c(CC)c21 (stereo not drawn) was read as PPARg SRC1 recr -2, DTT redox prof 2.3, PPARg SRC2 recr -16, L major viab 49, S1P3 antag -2, RAM inhibit 1.6, PPARg SRC-3 ag -7, SRC2 TRFRET art 1521, HMGR II inh -1 and bIAP inh 2.
`Cc1ccnc(NC(=O)COc2ccccc2[N+](=O)[O-])c1` gave ROMK primary 0.031, PPARg SRC1 recr -7, DTT redox prof 0.6, PPARg SRC2 recr -5, L major viab -2, S1P3 antag -7, RAM inhibit 0.2, PPARg SRC-3 ag 0, SRC2 TRFRET art 1303, HMGR II inh 3 and bIAP inh 2.
`Cc1nnc(NC2=NCCC2)s1` gave ROMK primary 0.38, PPARg SRC1 recr 3, DTT redox prof 0.1, PPARg SRC2 recr -2, L major viab -3, S1P3 antag -20, RAM inhibit 0.3, PPARg SRC-3 ag 3, SRC2 TRFRET art 1534, HMGR II inh 3 and bIAP inh 3.
`COc1cc(CN2CCCC(C(=O)c3ccc4c5c(cccc35)CC4)C2)cc(OC)c1O` (stereo not drawn) gave ROMK primary -0.6, PPARg SRC1 recr 9, DTT redox prof -0.6, PPARg SRC2 recr 7, L major viab 99*, S1P3 antag -20, RAM inhibit 0.0, PPARg SRC-3 ag 2, SRC2 TRFRET art 1718, HMGR II inh -2 and bIAP inh 0.
For COCC(=O)OCC(=O)Nc1cc([N+](=O)[O-])ccc1Cl the results were ROMK primary -0.38, PPARg SRC1 recr -2, DTT redox prof -1.1, PPARg SRC2 recr 2, L major viab -9, S1P3 antag -8, RAM inhibit 1.1, PPARg SRC-3 ag -1, SRC2 TRFRET art 1495, HMGR II inh -2 and bIAP inh -2.
`O=C(CCNC(=O)Cn1ccc2ccccc2c1=O)NCc1ccccn1` gave ROMK primary -0.25, PPARg SRC1 recr -3, DTT redox prof 0.4, PPARg SRC2 recr -8, L major viab -4, S1P3 antag -3, RAM inhibit -0.2, PPARg SRC-3 ag -5, SRC2 TRFRET art 1424, HMGR II inh -3 and bIAP inh 1.
`Cn1c2ccccc2c2cc(C(=O)NNS(=O)(=O)c3ccc(F)cc3)sc21` gave PPARg SRC1 recr -7, DTT redox prof 1.6, PPARg SRC2 recr -4, L major viab 7, RAM inhibit 4.8, PPARg SRC-3 ag 2, SRC2 TRFRET art 1381, HMGR II inh 3 and bIAP inh 14.
`CCC(C)[C@H](N)c1cn([C@@H](Cc2ccc(O)cc2)C(=O)N2CCNCC2)nn1` (stereo partly drawn) gave PPARg SRC1 recr -3, DTT redox prof 0.5, PPARg SRC2 recr -2, L major viab -5, S1P3 antag 2, RAM inhibit 0.5, PPARg SRC-3 ag -1, SRC2 TRFRET art 1408, HMGR II inh -3 and bIAP inh 6.
Screening O=C(CCc1nnc(CCCc2ccccc2)o1)NCCCC1CCCC1 returned ROMK primary -2.4, PPARg SRC1 recr -5, DTT redox prof -1.9, PPARg SRC2 recr 5, L major viab -3, S1P3 antag -28, RAM inhibit -1.4, PPARg SRC-3 ag 2, SRC2 TRFRET art 1765, HMGR II inh -2 and bIAP inh -8.
COc1ccc(C(=O)NNc2cc(C)nc(NNC(=O)c3ccc(OC)cc3)n2)cc1 was read as ROMK primary 0.029, PPARg SRC1 recr 2, DTT redox prof -0.7, PPARg SRC2 recr 0, L major viab -8, S1P3 antag -5, RAM inhibit 1.1, PPARg SRC-3 ag 0, SRC2 TRFRET art 1499, HMGR II inh -2 and bIAP inh -62.
`O=C1C=C(Nc2cccc(O)c2)CC(c2ccco2)C1` (stereo not drawn) gave ROMK primary 0.11, PPARg SRC1 recr 0, DTT redox prof 0.8, PPARg SRC2 recr 2, L major viab -4, RAM inhibit 1.4, PPARg SRC-3 ag -2, SRC2 TRFRET art 1373, HMGR II inh 3 and bIAP inh 39.
O=C(CSc1nnc(Cc2ccccc2)o1)Nc1ccccc1 was read as ROMK primary -1.3, PPARg SRC1 recr -2, DTT redox prof -0.2, PPARg SRC2 recr -6, L major viab -1, S1P3 antag -13, RAM inhibit 1.3, PPARg SRC-3 ag -3, SRC2 TRFRET art 1445, HMGR II inh 2 and bIAP inh 1.
CCCc1cc(C(=O)Nc2sc3c(c2C(=O)OCC)CCCC3)no1 was read as PPARg SRC1 recr -5, DTT redox prof -0.1, PPARg SRC2 recr 16, L major viab -6, S1P3 antag -1, RAM inhibit 4.4, PPARg SRC-3 ag 3, SRC2 TRFRET art 1462, HMGR II inh -5 and bIAP inh 50.

3 structures from above, sorted by molar mass, ascending.
CCC(=O)c1ccc(O)c(CC=C(C)C)c1 was read as PPARg SRC1 recr 5, DTT redox prof -3.0, PPARg SRC2 recr 8, L major viab 14, RAM inhibit 1.5, PPARg SRC-3 ag 1, SRC2 TRFRET art 1507, HMGR II inh -6 and bIAP inh 14.
`O=C1C=C(Nc2cccc(O)c2)CC(c2ccco2)C1` (stereo not drawn) gave ROMK primary 0.11, PPARg SRC1 recr 0, DTT redox prof 0.8, PPARg SRC2 recr 2, L major viab -4, RAM inhibit 1.4, PPARg SRC-3 ag -2, SRC2 TRFRET art 1373, HMGR II inh 3 and bIAP inh 39.
`O=C(CCNC(=O)Cn1ccc2ccccc2c1=O)NCc1ccccn1` gave ROMK primary -0.25, PPARg SRC1 recr -3, DTT redox prof 0.4, PPARg SRC2 recr -8, L major viab -4, S1P3 antag -3, RAM inhibit -0.2, PPARg SRC-3 ag -5, SRC2 TRFRET art 1424, HMGR II inh -3 and bIAP inh 1.

Further entries
O=C(NN=C1CCN(Cc2ccccc2)CC1)c1cccc(S(=O)(=O)Nc2ccccc2Cl)c1 was read as ROMK primary -0.24, PPARg SRC1 recr 6, DTT redox prof -0.3, PPARg SRC2 recr -10, L major viab 21, S1P3 antag -6, RAM inhibit -0.9, PPARg SRC-3 ag -3, SRC2 TRFRET art 1547, HMGR II inh -4 and bIAP inh 1.
`Cc1noc(C)c1S(=O)(=O)N(CC(=O)N1CCn2c1nc1ccccc12)c1ccc(C(C)C)cc1` gave PPARg SRC1 recr 3, DTT redox prof -2.1, PPARg SRC2 recr 0, L major viab 11, S1P3 antag 22, RAM inhibit 3.1, PPARg SRC-3 ag 7, SRC2 TRFRET art 1663, HMGR II inh -8 and bIAP inh 2.
N/C(=N\OC(=O)CCCc1ccccc1)c1cccnc1 was read as ROMK primary 0.43, PPARg SRC1 recr -6, DTT redox prof -0.1, PPARg SRC2 recr 0, L major viab -5, S1P3 antag -3, RAM inhibit 1.0, PPARg SRC-3 ag -1, SRC2 TRFRET art 1421, HMGR II inh -1 and bIAP inh 4.
Cc1c(N=C/C=C/c2ccccc2)c(=O)n(-c2ccccc2)n1C was read as PPARg SRC1 recr 1, DTT redox prof 2.8, PPARg SRC2 recr -4, L major viab -4, S1P3 antag 9, RAM inhibit 1.9, PPARg SRC-3 ag -14, SRC2 TRFRET art 1362, HMGR II inh 0 and bIAP inh 10.
`CC1CC(CC(=O)NC(=S)Nc2ccccc2Cl)C(=O)O1` (stereo not drawn) gave ROMK primary -0.33, PPARg SRC1 recr 6, DTT redox prof -1.1, PPARg SRC2 recr 6, L major viab -11, S1P3 antag -18, RAM inhibit -0.2, PPARg SRC-3 ag 1, SRC2 TRFRET art 1473, HMGR II inh -7 and bIAP inh -2.
For COc1ccc(-c2nn(CC(=O)Nc3ccc(Cl)c(Cl)c3)c(=O)c3ccccc23)cc1 the results were PPARg SRC1 recr 19*, DTT redox prof 3.4, PPARg SRC2 recr -3, L major viab -2, RAM inhibit 5.4, PPARg SRC-3 ag 22, SRC2 TRFRET art 2357*, HMGR II inh 3 and bIAP inh 15.
CCC(CC)C(=O)N1CCN(c2ccccc2)CC1 was read as ROMK primary -0.19, PPARg SRC1 recr 2, DTT redox prof -0.5, PPARg SRC2 recr 0, L major viab -6, S1P3 antag 6, RAM inhibit 0.2, PPARg SRC-3 ag 3, SRC2 TRFRET art 1594, HMGR II inh -1 and bIAP inh 6.
Screening Cc1cccc(CCNC(=O)CN(C)S(=O)(=O)c2cnc[nH]2)c1 returned ROMK primary -0.27, PPARg SRC1 recr 4, DTT redox prof -0.2, PPARg SRC2 recr 4, L major viab -2, S1P3 antag -26, RAM inhibit 1.4, PPARg SRC-3 ag 5, SRC2 TRFRET art 1691, HMGR II inh 3 and bIAP inh 3.
Screening COc1ccc(C2CC(c3ccc(C)o3)=NN2C(C)=O)cc1 (stereo not drawn) returned ROMK primary 1.1, PPARg SRC1 recr 0, DTT redox prof -0.2, PPARg SRC2 recr -2, L major viab -6, S1P3 antag 3, RAM inhibit 0.0, PPARg SRC-3 ag -4, SRC2 TRFRET art 1654, HMGR II inh -2 and bIAP inh 21.
For CCc1ccccc1N1C[C@@]23C=C[C@@H](O2)C(C(=O)OCC(C)C)[C@H]3C1=O (stereo partly drawn) the results were ROMK primary 0.0027, PPARg SRC1 recr -3, DTT redox prof 1.6, PPARg SRC2 recr 1, L major viab -4, S1P3 antag -8, RAM inhibit 1.7, PPARg SRC-3 ag 4, SRC2 TRFRET art 1502, HMGR II inh -1 and bIAP inh -4.
C(=N\c1nc2ccccc2[nH]1)/c1cccs1 was read as ROMK primary -0.79, PPARg SRC1 recr 5, DTT redox prof 0.3, PPARg SRC2 recr 0, L major viab -4, S1P3 antag -9, RAM inhibit 0.1, PPARg SRC-3 ag -1, SRC2 TRFRET art 1511, HMGR II inh 0 and bIAP inh 0.
O=C1CCCN1CCCNC(=S)Nc1ccc(F)cc1 was read as ROMK primary 0.02, PPARg SRC1 recr -5, DTT redox prof 0.3, PPARg SRC2 recr 0, L major viab -3, S1P3 antag -14, RAM inhibit 0.1, PPARg SRC-3 ag -2, SRC2 TRFRET art 1370, HMGR II inh -6 and bIAP inh -20.
O=C(CCn1c(=S)[nH]c2cc3c(cc2c1=O)OCO3)N1CCN(C2CCCCC2)CC1 was read as PPARg SRC1 recr 1, DTT redox prof 2.3, PPARg SRC2 recr 2, L major viab 2, PPARg SRC-3 ag -5 and SRC2 TRFRET art 1623.
CCOc1ccc(C2C(C(=O)c3ccco3)=C(O)C(=O)N2CCN(C)C)cc1 (stereo not drawn) was read as ROMK primary 0.047, PPARg SRC1 recr -1, DTT redox prof -0.6, PPARg SRC2 recr 6, L major viab -4, RAM inhibit 1.1, PPARg SRC-3 ag 8, SRC2 TRFRET art 1711, HMGR II inh -3 and bIAP inh 2.
